Source: PubChem BioAssay (several laboratories)
E coli Lon inh = inhibitors of E. coli Lon protease; P0A9M0; purified E. coli Lon protease, fluorescence polarization; inhibition, % at 7.94 µM; 0.42% of 360,000 active; AID 602123; in the data active = inhibition above about 13%, passing the limit was not always enough;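 also: 0% = enzyme with probe and DMSO and 100% = no enzyme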
Rin1 Abl inh = blocks binding of human Rin1 to Abl | 0.4% of 360,000 active | P00519+Q13671 | TR-FRET Rin1/Abl binding, biochemical | inhibition, % at 7.35 µM; in the data active = inhibition above about 5%, passing the limit was not always enough
MLLE-PAM2 inh = inhibitors of microRNA-mediated deadenylation, human PABP1 MLLE binding; P11940; GST-MLLE / FITC-PAM2 fluorescence polarization; 0.36% of 360,000 active; inhibition, % at 20 µM; in the data active = inhibition above about 35%, passing the limit was not always enough;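 also: plate controls were DMSO wells with GST-MLLE for no effect and wells lacking GST-MLLE protein for full effect; some results filed as inactive read as strong as hits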
Neddyl block = inhibitors of human cullin neddylation. TR-FRET cullin neddylation, biochemical. calls only at 25 µM. 0.58% of 360,000 active; in the data active = inhibition above about 36%
MT1-MMP act inh = MT1-MMP (human) activation inhibition | P50281 | HT1080 RFP-PRO-GFP cells, GFP/RFP ratio fluorescence, overnight; percent of plate control window, DMSO zero | GFP/RFP ratio change, % at 20 µM | 0.061% of 360,000 active;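 active = GFP/RFP ratio change of at least 30% with cell ATP level not reduced by more than half and red fluorescence within 50% of control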; also: strong numbers were not always called active
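Assay system: RFP-PRO-GFP reporter HT1080 cells; read-out basis: GFP/RFP fluorescence ratio; benchmarks: DMSO wells and RFP-L50D-GFP cells; doses: 20 µM single dose, 1% DMSO; schedule: overnight cell settling, then overnight compound exposure, 37 °C, 5% CO2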
NRP1-CendR mod = NRP-1/CendR interaction modulation; FAM-RPARPAR peptide binding to NRP-1, fluorescence polarization; inhibition, % at 25 µM; 0.85% of 360,000 active; AID 602438;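 active = inhibition or corrected inhibition above about 18%, plus a signal ratio from 0.5 to 1.5, limit read from the data, passing the limit was not always enough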; also: strong numbers were not always called active
FAS TE block = FAS thioesterase (human) inhibition; P49327; recombinant FAS-TE, OMFH fluorogenic substrate, fluorescence endpoint; inhibition, % at 15 µM; 0.67% of 360,000 active; AID 602261;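 active = compounds whose normalised, plate-corrected inhibition of enzyme fluorescence in the single-dose primary screen is 50% or more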;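 also: 0% = DMSO with enzyme and 100% = substrate without enzyme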
MsrA act = activates bovine MsrA enzyme | purified bovine MsrA, absorbance read-out | AID 602163 | activation, % at 10.6 µM | 0.3% of 360,000 active; in the data active = activation above about 7.5%;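 also: 0% = vehicle and 100% = reference activator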
SKN-1 inh = C. elegans SKN-1 inhibition | C. elegans VP596 Pgst-4::GFP/RFP ratio, acrylamide-induced, 24 h | inhibition, % at 21.8 µM | 0.49% of 360,000 active;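 active = interference check ratio from 0.5 to 1.5 plus GFP to RFP signal ratio inhibition reaching or exceeding a fixed threshold, cut at about 30% in these data, passing the limit was not always enough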; also: some compounds called inactive have numbers as strong as hits
* hit, by the source's call; i = inactive; nt = not tested or not shown.

compound,E coli Lon inh,Rin1 Abl inh,MLLE-PAM2 inh,Neddyl block,MT1-MMP act inh,NRP1-CendR mod,FAS TE block,MsrA act,SKN-1 inh
CCCCN(C(=O)c1ccc2c(c1)S(=O)(=O)N=C1CCCCCN12)c1c(N)n(CC(C)C)c(=O)[nH]c1=O,-10,2,-17,i,6,10,-6,-4,5
CC(C)N1C(=O)c2ccccc2C1C(=O)NC1CCCCCC1 (centres undefined),2,0,-4,i,3,5,-8,-11,6
Cc1nc2c(C)cccn2c(=O)c1NC(=O)c1cccc2ccccc12,8,-2,9,i,3,2,-9,-2,2
CC(=O)Nc1scc(-c2ccccc2)[n+]1-c1ccc(C)cc1,-8,-6,-1,i,-5,8,-1,-5,11
COC(=O)c1ccc(C2C(C(=O)c3ccc(C)o3)=C(O)C(=O)N2c2cc(C)on2)cc1 (centres undefined),-13,-6,5,i,0,0,12,-2,-4
CCC(C(=O)OCC(=O)NC(=O)c1ccccc1OC)c1ccccc1 (centres undefined),-6,0,7,i,-1,7,15,-2,6
Cn1c(C(=O)OC(C(=O)NC2CCCCC2)c2cccnc2)cc2sccc21 (centres undefined),10,-4,1,i,2,9,13,-1,2
Cc1cc(C(=O)OCC(=O)Nc2cc(C)on2)c2ccccc2n1,-11,-4,-20,i,-1,12,-6,-14,-14
O=C(COC(=O)c1cccc(C(=O)OCC(=O)NC2CCCCC2)n1)NC1CCCCC1,2,0,-8,i,2,-18,-8,2,-9
COc1ccc(NC(=O)CN(C)C(=O)C2=COCCO2)cc1,2,1,-2,i,-1,10,-4,-4,4
CCN(CC)CCNC(=O)Cn1cnc2sc(C)c(S(=O)(=O)N3CCN(c4ncccn4)CC3)c2c1=O,-5,7,-4,i,2,1,-2,-11,-7
Cc1ccc(S(=O)(=O)N2C[C@@H](C)[C@]3(C2)[C@H](O)[C@H](OC(=O)Nc2c(C)noc2C)C[C@H]2C(=O)N(c4ccccc4)C(=O)[C@H]23)cc1,1,-6,-5,i,2,9,-6,-2,18
CCN(CC)S(=O)(=O)c1ccc(Oc2cccc(C(C)=O)c2)nc1,-3,0,-6,i,8,3,1,3,2
Cc1cc(=O)oc(C)c1C(=O)NCCCN1C(C)CCCC1C (centres undefined),1,-1,9,i,-7,-11,-8,0,-7
Cn1c(Cc2ccccc2)nnc1SCC(=O)Nc1ccccc1,-1,3,7,i,-2,1,-5,-3,6
COc1ccccc1NC(=O)c1nn(C)c(C(=O)Nc2ccccc2OC)c1[N+](=O)[O-],-4,2,4,i,1,5,2,3,-19
COc1ccccc1OC(=O)C1CC(=O)N(c2ccc(Cl)cc2)C1 (centres undefined),2,-1,0,i,4,-10,6,1,1
COc1ccc(OC)c2[nH]c(C(=O)O)cc12,-3,-2,-9,i,8,-3,-4,-11,-5
CNC(=O)NC(=O)CSc1nnc(C(F)(F)F)n1C,-17,-1,-16,i,0,2,-8,-6,8
NC(Cc1ccc2nonc2c1)C(=O)O (centres undefined),2,0,6,i,6,14,-2,0,1
Oc1ccc2ccccc2c1C=NC12CN3CCN(CN(C3)C1)C2,7,-3,24,i,0,1,-5,0,-12
CCOC(=O)c1ccc[n+](CC(=O)c2ccccc2)c1,-2,-1,0,i,-3,-2,-7,-2,-1
Cc1cccc(N2CCN(C(=S)Nc3ccc4nc(N5CCN(C)CC5)cc(C)c4c3)CC2C)c1 (centres undefined),4,-8,-106,i,4,0,-11,-5,-3
CC(=O)c1cccc(NC(=O)Nc2ccc3c(c2)CCC3)c1,-18,2,28,i,0,17,-4,3,18
COc1ccc(CNC(=O)CN2CCN(c3ccc(F)cc3)CC2)cc1,-7,1,-5,i,-2,3,-2,-2,-4
COc1ccc(C(CNC(=O)Cc2cccs2)N(C)C)cc1 (centres undefined),-8,-1,-2,i,-3,-1,-2,-3,-22
CCOCCCNC(=O)C(NC(=O)c1ccc2c(c1)OCO2)c1ccc(OC)cc1 (centres undefined),3,-2,-8,i,8,-6,0,-1,19
CCN(C(=O)C1CCCN1S(=O)(=O)c1cccc2nsnc12)c1ccccc1 (centres undefined),-2,-3,-6,i,1,-9,-8,-7,-6
COc1ccc(C)cc1NC(=O)COC(=O)Cc1c[nH]c2ccccc12,-2,2,-6,i,2,-3,6,0,21
Cc1ccc2[nH]c3nc(NN)nnc3c2c1,2,-4,6,i,-1,0,-6,-3,7
CC1(C(=O)NCc2ccco2)Cc2c(-c3cccc(C(F)(F)F)c3)ccnc2O1 (centres undefined),8,2,-2,i,12,-11,9,0,1
Cc1ccc(N(C(=O)C2CCCC2)C2C=CS(=O)(=O)C2)cc1C (centres undefined),-2,-2,3,i,-5,-7,-8,-2,3
Cn1c2ccccc2c2nnc(SCC(=O)Nc3cccc(C(=O)O)c3)nc21,6,1,9,i,-4,4,-3,-1,6
COc1cccc(CNC(=O)C(C(=O)NCc2cccc(OC)c2)c2ncc(C(F)(F)F)cc2Cl)c1,-2,2,-4,i,-4,8,36,-7,16
O=C(CNC(=O)N1CC(=O)Nc2ccccc21)NCCc1c[nH]c2ccccc12,3,1,-3,i,0,-6,-1,0,-1
O=C(O)c1ccccc1NS(=O)(=O)c1ccc(NN=Cc2cccc(Cl)c2)c([N+](=O)[O-])c1,3,-1,6,i,6,-22,6,-4,3
Cc1cnc(CNC(=O)c2ccc3oc(Cc4ccc(Cl)cc4)nc3c2)cn1,-1,-2,-2,i,1,12,3,-5,-18
C=CCn1c(SCC(=O)c2cccs2)nnc1-c1cccc(OC)c1,8,1,-61,i,2,-1,-2,-3,7
CC(C)(C)OC(=O)C[C@@H]1C/C=C\C[C@@H](CC(=O)N(CCO)Cc2ccccc2)C(=O)N[C@@H](c2ccccc2)COC1=O,-3,0,4,i,12,0,-4,-5,-4
Cc1nn(Cc2noc(C(=O)NCc3ccc4c(c3)OCO4)n2)c(C)c1Br,-17,3,-3,i,0,2,1,-1,9
CSc1nc(O)c(C(c2ccc(OC(C)C)cc2)c2c(O)nc(SC)[nH]c2=O)c(=O)[nH]1,12,-1,30,i,-4,8,-7,0,9
CC(=O)Nc1ccc(NC(=O)c2cc(=O)c3cc(C)c(C)cc3o2)cc1,-3,-1,10,i,-2,-6,-7,0,18
Cc1nn(Cc2c(Cl)cccc2Cl)c(C)c1NC(=O)c1cnn2c(C(F)F)cc(-c3ccccc3)nc12,-8,12*,-10,i,5,7,6,-1,29
C=CCn1c(CCC(O)COCCCCC)n[nH]c1=S (centres undefined),1,2,-20,i,13,7,-4,-5,-4
CC(=O)Nc1cccc(NC(=O)COc2ccc3c(c2)OCO3)c1,0,-4,-4,i,-1,14,-4,-6,-3
C=CCC(=O)N1CCCC(C(=O)c2ccc(Cl)cc2)C1 (centres undefined),0,6.9*,1,i,-2,1,-8,-3,4
CC(=O)n1nc(-c2cccnc2)nc1NCc1cccs1,7,-3,6,i,6,-8,0,-2,-1
Oc1ccc(-c2n[nH]c(C(F)(F)F)c2-c2ccccc2)c(O)c1,10,0,-17,i,nt,-3,14,-1,21
Cc1nn(C(=O)c2nn(C)cc2[N+](=O)[O-])c(C)c1Br,5,-3,5,i,-2,7,-4,-6,2
O=C(Cc1c(F)cccc1Cl)NC1=NCCS1,-1,2,38,i,0,-3,-3,-2,-3
CCOC(=O)[C@H]1[C@H]2COc3ccc(Br)cc3[C@@H]2N2C(=O)CN(C)C(=O)[C@@]12C,0,4,-7,i,4,-5,-4,-11,-12
CCOC(=O)C1CCN(C(=O)c2ccc3c(=O)n4nc(Nc5ccccc5CC)sc4nc3c2)CC1,-16,-5,-1,i,2,7,47,-1,5
O=C(COC(=O)c1ccc(S(=O)(=O)N2CCCC2)cc1)NCc1ccc(F)cc1,5,0,-3,i,3,0,-10,-12,-2
COc1ccc(/C=C(/NC(=O)c2ccc(Br)cc2)C(=O)Nc2cccc(C(=O)O)c2)cc1,-13,0,-12,i,-2,0,21,-3,10
COc1ccccc1CN1CCNC(=O)C1CC(=O)NCCCN1CCCC1=O (centres undefined),0,0,9,i,-1,9,-8,-9,3
Cc1cc(NC(=O)CN2C(=O)NC3(CCCCC3)C2=O)no1,-2,1,-9,i,1,2,-10,-1,13
CC(C)NC(=O)Nc1ccc2c(c1)C(=O)N([C@@H](C)CO)C[C@@H](C)[C@@H](CN(C)S(=O)(=O)c1ccc(F)cc1)O2,9,2,7,i,-4,-4,-6,-4,-5
OC[C@@H]1CN(Cc2ccc(F)cc2)C[C@H](n2cnc3c(NCc4ccncc4)ncnc32)O1,-9,1,1,i,5,-7,-7,1,0
CSc1ccc(/C=C/C(=O)OCC(=O)N2CCN(c3ccccc3)CC2)cc1,1,-1,-10,i,2,9,-2,-1,-17
CC(C)Sc1nc2c(c(=O)n1C)SC(C)C2 (centres undefined),2,0,-8,i,-4,-2,2,-1,16

(continued)
compound,E coli Lon inh,Rin1 Abl inh,MLLE-PAM2 inh,Neddyl block,MT1-MMP act inh,NRP1-CendR mod,FAS TE block,MsrA act,SKN-1 inh
CCC(C)c1ccc(OCC(=O)Nc2cccc(C(=O)Nc3ccc(C(=O)O)cc3)c2)cc1 (centres undefined),-7,-2,-4,i,3,4,-3,-3,1
CCN(C[C@H]1N[C@@](Cc2ccccc2)(C(=O)OC)[C@H]2C(=O)N(C)C(=O)[C@@H]12)S(=O)(=O)c1ccc(C(C)(C)C)cc1,-10,1,23,i,-2,5,25,0,-3
CC(C)NC(=S)NC(=O)c1ccc(Cl)cc1Cl,0,1,10,i,-3,4,0,0,15
O=C1C2C3C=CC(CC3)C2C(=O)N1c1ccccc1 (centres undefined),9,3,-5,i,3,0,-4,-6,10
CC(C)N(CC#CCC1(O)c2ccccc2-c2ccccc21)CCO,-3,3,-10,i,-4,-5,-9,-1,9
CCOC(=O)c1c(C)nc2c(C)cccn12,-1,0,2,i,2,6,-5,-1,6
O=C(N/N=C/c1ccc(Cl)cc1)c1ccc2nc[nH]c2c1,-1,0,12,i,-3,-14,-13,-2,8
COc1ccc(-c2cc(C(F)(F)F)nc(SCC(=O)NCc3ccco3)n2)cc1OC,-2,-1,-2,nt,5,3,-2,-5,-18
CN(C)C=NC(=O)c1cc(C(=O)c2ccc(C(C)(C)C)cc2)c[nH]1,-10,0,2,i,6,20,7,-7,2
Cc1cc(C(=O)NC2CCCCC2)c2cc(F)ccc2n1,-1,-5,-5,i,0,0,-6,-9,-5
O=C(C1CC1)N1CCc2cc(Br)cc(S(=O)(=O)NCCN3CCOCC3)c21,0,1,-3,i,-1,-3,-2,-2,5
COc1ccc(NC(=O)N(C)C[C@H]2Oc3ccc(NC(=O)Nc4c(C)noc4C)cc3C(=O)N([C@H](C)CO)C[C@H]2C)cc1,-12,2,-9,i,3,-8,-10,1,-5
